Screens deposited in PubChem BioAssay by several laboratories.
Mcl1 Noxa PPI: Mcl-1/Noxa binding inhibitors, primary screen, biochemical, TR-FRET, 1536-well. TR-FRET Mcl-1/Noxa peptide binding, 2 h. 220,000 compounds, 1.5% hits. Induced myeloid leukemia cell differentiation protein Mcl-1 (Homo sapiens), Q07820. inhibition, % at 21.7 µM;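 active = compounds that cut the protein-peptide binding signal by more than 50% relative to plate controls in a single-dose test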;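 also: His-tagged Mcl-1 with rhodamine Noxa BH3 peptide and terbium anti-His antibody; 0% = Mcl-1 plus Noxa peptide wells and 100% = peptide-only wells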
Target sequence (Q07820 whole entry, looked up): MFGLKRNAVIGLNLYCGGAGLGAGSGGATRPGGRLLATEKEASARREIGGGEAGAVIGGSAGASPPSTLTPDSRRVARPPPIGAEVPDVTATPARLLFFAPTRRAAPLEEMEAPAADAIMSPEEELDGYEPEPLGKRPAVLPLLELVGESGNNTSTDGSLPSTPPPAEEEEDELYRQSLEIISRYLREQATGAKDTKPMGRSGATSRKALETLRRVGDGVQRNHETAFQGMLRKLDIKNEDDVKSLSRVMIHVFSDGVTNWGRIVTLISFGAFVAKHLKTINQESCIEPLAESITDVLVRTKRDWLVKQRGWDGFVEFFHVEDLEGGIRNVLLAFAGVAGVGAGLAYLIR
Pf gametocyte: late stage P. falciparum gametocyte viability inhibitors, primary screen, ATP luminescence, HTS; 150,000 compounds, 0.065% hits; P. falciparum stage V gametocytes, 24 h; AID 743093, 2013; inhibition, % at 10.9 µM;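 active = inhibition above the mean plus 3 SD of compounds within the control limits, set per campaign, cut at about 38% in these data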;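 also: 0% = DMSO wells and 100% = medium only without gametocytes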
Rab7 wt GTP bind: modulators of GTP binding to Rab7, primary screen, biochemical, wildtype, multiplex bead flow cytometry; Rab7 GTPase wild type (dog), Bodipy-FL-GTP binding; GST-Rab7 beads, fluorescent GTP binding; actives lie on both sides; untreated = 100%, excess cold GTP = 0%; GTP binding activity (percent of control), % at 10 µM; 190,000 compounds, 0.055% hits; AID 758, 2007;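 active = fluorescent GTP binding to Rab7 beads changed by at least 20 points from the 100% baseline, either direction, mostly lower; inconclusive = compound itself probably fluorescent, or too few beads counted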;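 also: median green fluorescence of bound Bodipy-FL-GTP per Rab7 bead population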
Cdc42 wt: modulators of GTP binding to wildtype Cdc42, primary screen, biochemical, multiplex bead flow cytometry, Bodipy-GTP | Cell division control protein 42 homolog (Homo sapiens), P60953 | GST-Cdc42 beads; actives lie on both sides | percent activity (GTP binding), % at 10 µM | 190,000 compounds, 0.2% hits | AID 761, 2007;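 active = percent activity GTP binding at least 20 points away from the 100% baseline, either down as inhibitor or up as activator; inconclusive = compound flagged as likely green fluorescent from well-wide comparison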;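 also: median bead fluorescence of bound Bodipy-FL-GTP at 100 nM; 0% = excess unlabeled GTP control and 100% = no compound control; below 100% means less GTP binding so inhibitor and above means activator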
Target sequence (P60953 whole entry, looked up): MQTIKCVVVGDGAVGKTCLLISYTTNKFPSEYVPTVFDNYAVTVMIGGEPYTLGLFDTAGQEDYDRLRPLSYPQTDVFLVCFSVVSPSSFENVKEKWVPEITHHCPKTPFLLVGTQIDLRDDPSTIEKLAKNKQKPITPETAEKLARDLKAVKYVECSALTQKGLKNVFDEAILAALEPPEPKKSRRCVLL
Rab2A wt mod: modulators of GTP binding to Rab2A wildtype, primary screen, biochemical, dog, bead-based flow cytometry, multiplex. AID 760, 2007. GTP binding activity, % at 10 µM. 190,000 compounds, 0.19% hits. Ras-related protein Rab-2A (Canis lupus familiaris), P61105. GST-Rab2 wt beads, Bodipy-GTP binding;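 active = GTP binding activity at least 20 points away from 100%, either lowered or raised; inconclusive = signal likely due to the compound's own green fluorescence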;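 also: 0% = beads with excess unlabeled GTP and 100% = no-compound control corrected for plate trend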
Rac1 act GTP bind: GTP binding modulators of activated mutant Rac1, primary screen, biochemical, bead-based flow cytometry, multiplex, fluorescent GTP; Ras-related C3 botulinum toxin substrate 1 (Homo sapiens), P63000; AID 764, 2007; GST-Rac1 activated beads; actives lie on both sides; 100% means binding = to untreated wells; 190,000 compounds, 0.11% hits; percent activity (GTP binding), % at 10 µM;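 active = GTP binding at least 20 percentage points away from the 100% baseline, in either direction, so actives lie on both sides; inconclusive = Compound likely fluorescent itself, or too few beads counted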
Avidin bead fluor: green autofluorescence of compounds with avidin beads – biophysical, 488/530 nm, flow cytometry, artefact control, profiling panel; 220,000 compounds, 0.38% hits; AID 1775, 2009; fluorescence (KMESF) at 10 µM; compound fluorescence 488/530 nm; stronger effect = higher value; in the data active = fluorescence above about 47; also: inactives centre near 10
Rac1 wt modul: wildtype Rac1 GTP binding modulators, primary screen, biochemical, GST-Rac1 beads, flow cytometry, multiplex. Ras-related C3 botulinum toxin substrate 1 (Homo sapiens), P63000. fluorescent GTP binding; actives lie on both sides; 0 = cold GTP competed, 100 = untreated. GTP binding activity (% of control), % at 10 µM. 190,000 compounds, 0.27% hits. AID 757, 2007;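 active = GTP binding activity at least 20 points away from the 100% control level, either lower or higher; inconclusive = compound flagged as likely green fluorescent, judged across all proteins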
HRas wt GTP: modulators of GTP binding to HRas wildtype, primary screen, biochemical, bead-based flow cytometry, multiplex; GTPase HRas (Homo sapiens), P01112; GST-Ras wt beads, Bodipy-FL-GTP binding; actives lie on both sides; GTP binding activity, % at 10 µM; 190,000 compounds, 0.14% hits; AID 759, 2007;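 active = GTP binding activity at least 20% away from the 100% baseline, either lowered as inhibitor or raised as activator; inconclusive = flagged as likely green fluorescent, judged across all proteins in the well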;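 also: 0% = unlabeled GTP competition control and 100% = no-compound control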
Target sequence (P01112 whole entry, looked up): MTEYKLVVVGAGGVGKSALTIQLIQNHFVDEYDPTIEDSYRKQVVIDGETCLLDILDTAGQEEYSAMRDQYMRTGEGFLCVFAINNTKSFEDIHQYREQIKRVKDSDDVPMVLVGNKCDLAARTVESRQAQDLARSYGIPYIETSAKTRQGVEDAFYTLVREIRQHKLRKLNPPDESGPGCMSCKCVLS
GSH fluor: compound fluorescence on glutathione beads, profiling panel, artefact control, biophysical, 488/530 nm, flow cytometry; GSH beads flow cytometry, compound fluorescence 488/530 nm; stronger effect = higher value; fluorescence (KMESF) at 10 µM; 190,000 compounds, 0.25% hits; in the data active = fluorescence above about 89;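 also: glutathione beads carrying GST-tagged Bcl family fusion proteins plus one bare bead set; values are compound well signal with DMSO vehicle wells as background; inactives centre near 16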
Mcl1 Bid PPI: Mcl-1/Bid binding inhibitors, primary screen, biochemical, TR-FRET, 1536-well | inhibition, % at 21.7 µM | 220,000 compounds, 0.97% hits | Induced myeloid leukemia cell differentiation protein Mcl-1 (Homo sapiens), Q07820 | TR-FRET Mcl-1/Bid-Dy647 peptide binding;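 active = compounds that cut the binding signal by more than half at the single screening dose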;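 also: His-tagged Mcl-1 with europium anti-His antibody binding Bid BH3 peptide; 0% = Mcl-1 plus peptide wells and 100% = peptide-only wells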
Numbers without * were called inactive; ? = inconclusive; . = not tested or not shown.

SMILES	Mcl1 Noxa PPI	Pf gametocyte	Rab7 wt GTP bind	Cdc42 wt	Rab2A wt mod	Rac1 act GTP bind	Avidin bead fluor	Rac1 wt modul	HRas wt GTP	GSH fluor	Mcl1 Bid PPI
Clc1ccc(-c2nc3ccccn3c2CN2CCOCC2)cc1	-7	-7	94	101	96	95	34	97	100	13	-31
O=C(CC1Nc2cccc3cccc(c23)NC1=O)Nc1ccccc1 (stereo not given)	54*	-14	95	99	98	101	11	100	101	8	-48
O=C(COc1ccc(Cl)cc1Cl)Nn1c(=S)[nH]c2ncccc2c1=O	-7	-7	90	89	86	85	24	87	89	11	-45
Cc1cc(CN(C)Cc2c(C(=O)N3CCCCCCC3)nc3ccc(Cl)cn23)n[nH]1	21	.	104	96	99	92	3	99	98	11	-15
Cn1c(=O)c2c(ncn2CCCNC2=CC(C)(C)CC(=O)C2)n(C)c1=O	.	.	92	95	94	94	12	88	93	26	-28
COC(=O)[C@@]1(Cc2ccc(OC)cc2)[C@H]2c3cc(C(=O)N4CCCC4)n(CCSCCO)c3C[C@H]2CN1C(=O)c1ccccc1	6	.	95	105	102	97	10	104	99	17	-16
Cc1cccc(NC(=O)CSc2nnc(-c3ccccc3C)o2)c1	10	4	93	101	97	95	35	102	97	28	1
Cn1c(O)c(N=NC(=O)Cn2c(C(F)(F)F)nc3ccccc32)c2ccccc21	-6	-8	100	101	96	99	3	104	101	17	-25
CCCCSc1nnc(-c2ccccc2NC(C)=O)c(=O)[nH]1	10	-13	106	93	98	95	6	95	96	13	-25
Cc1ccc(C)c(-n2[nH]c3c4c(ccc3c2=O)C(=O)c2ccccc2C4=O)c1	15	.	86	83	81	82	12	81	82	9	-59
COc1ccc2nc(Nc3nc(-c4ccncc4)cs3)sc2c1	44	29	101	94	92	96	7	92	93	19	45
Cc1nn(-c2ccccc2)c(-n2cccc2)c1C(=O)O	26	30	100	103	98	95	12	102	99	23	1
CC(C)(C)c1ccc(C(=O)NCCC(=O)N2CCN(c3ncccn3)CC2)cc1	-18	.	103	102	100	101	13	108	101	27	-22
O=C(Oc1ccc2c(=O)c(Oc3ccc4ccccc4c3)coc2c1)c1ccco1	-5	-11	102	102	102	98	12	101	100	28	-21
Cc1cccc(NC(=O)CSc2nnc(NC(=O)c3ccc(S(=O)(=O)N4CCOCC4)cc3)s2)c1C	-8	29	94	93	96	94	14	97	95	4	14
CN(NC(=O)/C=C/C(=O)O)c1ncc(C(F)(F)F)cc1Cl	21	-9	92	97	95	97	13	97	96	14	-2
C=CCC(O)(CC=C)C(C)N (stereo not given)	-2	12	102	95	96	98	10	106	99	25	-25
COc1ccc(NC(=O)C2CCCN2C(=O)Nc2ccccc2)cc1OC (stereo not given)	-2	.	91	100	100	101	6	104	100	15	-9
CC(=O)N(c1ccccc1C)C1CCCC1	0	2	101	106	101	97	2	105	105	6	-18
Cc1ccc(OCCCCn2ccnc2C)c(C)c1	36	16	97	95	94	91	9	95	92	17	38
O=C(NNC(=O)C1CC(c2cccnc2)=NO1)Nc1ccccc1F (stereo not given)	6	9	94	102	98	96	10	106	100	20	-26
COc1cccc(NC(=O)N2CCCC2C(=O)Nc2ccc3c(c2)OCCO3)c1 (stereo not given)	10	10	96	97	99	95	19	98	97	8	-3
COc1ccc(-c2cc(=O)[nH]c(NCc3ccccc3)n2)cc1	0	3	98	98	97	97	15	98	97	10	-17
CCOc1ccc(Nc2cc(=O)n(C)c(=O)n2C)cc1	15	.	95	92	93	94	45	92	93	23	-10
Cc1ccc(S(=O)(=O)NC2CCCc3ccccc32)cc1C (stereo not given)	-2	.	104	105	103	101	36	108	103	11	6
CC(C)C(OC(=O)c1nsc(Cl)c1Cl)C(=O)NCc1ccc2c(c1)OCO2 (stereo not given)	.	.	91	91	90	88	10	85	91	29	-21
CCCCn1c(=O)c(C(=O)c2ccccc2)nc2ccccc21	14	.	100	103	101	100	33	101	101	27	-3
c1ccc(CN2CCN(c3nc4ccccc4c4ccccc34)CC2)cc1	6	.	104	103	105	100	10	107	103	23	-17
CCCCSc1nnc2c(n1)OC(C(=O)c1ccccc1)Nc1ccccc1-2 (stereo not given)	8	.	96	96	95	94	15	96	96	10	-12
CCOCCOc1nc2c(c(=O)n(C)c(=O)n2C)n1CCc1ccccc1	1	-22	96	99	97	102	11	102	99	20	-8
CCC(=O)N1c2ccccc2NC2=C(C(=O)CCC2)C1c1ccc(N(C)C)cc1 (stereo not given)	38	.	97	98	98	95	23	103	96	23	-32
O=C(NCCCn1ccnc1)c1cccnc1	14	.	101	97	94	94	19	97	92	14	-7
CCOc1cc(/C=N/NC(N)=O)ccc1OCC(=O)Nc1ccc(C)c(C)c1	17	.	100	91	94	93	5	90	92	44	-3
CC(C)NC(=O)CN1C(=O)NC(CCc2ccccc2)C1=O (stereo not given)	11	11	95	96	94	93	27	95	97	15	-20
CCOC(=O)c1cc(-c2ccccc2)sc1NC(=O)C(C)Sc1nnc(C)s1 (stereo not given)	4	6	101	101	99	99	1	99	98	8	-1
CC1CCCCC1NC(=O)C(=O)NCC1CCCO1 (stereo not given)	-2	.	95	99	103	102	15	107	102	19	-16
COc1ccc(C(=O)NNC(=S)NC(=O)c2ccccc2[N+](=O)[O-])cc1	-40	-17	100	100	98	101	2	103	100	6	-85
Clc1ccc(Cn2c(-c3cccnc3Cl)nc3ccccc32)c(Cl)c1	5	-23	95	103	100	99	6	99	101	16	11
CCOC(=O)N1CCC(=NNC(=O)NC2CCCCC2)CC1	-4	-18	97	98	96	98	12	99	98	10	-32
CSc1cccc(NC(=S)N(C(C)C)C(C)c2ccccn2)c1 (stereo not given)	2	-6	106	98	99	93	6	96	98	19	-36
CCCCCCCCC(=O)Nc1cc(C)ccc1OC	-12	.	98	100	100	98	7	105	101	30	0
CC(C)(C)Cc1nc2ccccc2n1CCc1ccccc1	23	.	97	100	99	97	10	100	99	11	-12
COCCNC(=O)c1nn(-c2cc(OC)cc(OC)c2)c(=O)c2ccccc12	4	6	98	99	96	96	18	103	98	23	0
CCc1c(C)c(C#N)c2nc3ccccc3n2c1NCCN(C)C	29	-1	101	101	100	99	17	103	102	27	-6
COc1ccccc1CN1CCN(C(CC(C)C)c2nnnn2Cc2cccs2)CC1 (stereo not given)	24	.	95	97	96	94	17	93	97	27	11
CCNc1nc(N)nc(-c2cc(Cl)ccc2O)n1	15	.	99	99	101	99	2	104	100	13	4
CN1CCCC1=Nc1c2c(nc3ccccc13)N(C)CC2	-16	4	?	?	?	?	6	?	?	13	-30
COc1cc(/C=C/C(=O)c2ccc(Cl)s2)cc(OC)c1O	42	.	105	99	100	98	6	100	101	30	-11
Cc1cc(OCC(=O)Nc2ccncc2)ccc1[N+](=O)[O-]	5	-10	94	101	94	95	9	98	96	16	-11
CCOC(=O)c1c(C)nc2ccccc2c1-c1ccccc1	8	4	97	101	98	95	10	102	98	12	18
O=C(/C=C/c1ccco1)NC(=S)Nc1ccc(N2CCOCC2)c(Cl)c1	-6	4	98	101	98	97	31	98	101	8	-51
CCOc1ccc(Br)cc1CC(=O)O	6	2	99	104	102	101	23	106	102	31	-4
COc1ccc(CC(=O)Nc2cc(C)on2)cc1OC	10	.	99	102	100	99	10	103	101	16	9
COc1cccc(NC(=S)NCCC(c2ccccc2)c2ccccc2)c1	18	-55	96	94	94	92	14	94	94	33	-27
CCN(CC)CCn1c(=S)[nH]c2cc(C(=O)N3CC=C(c4ccccc4)CC3)ccc2c1=O	3	.	106	101	103	100	9	106	105	13	-29
Cn1c(-c2ccc(F)cc2)cnc1NCc1cc2c(cc1[N+](=O)[O-])OCO2	30	-11	102	104	97	99	15	107	101	9	-21
CSc1ccccc1C(=O)Nc1cccc(N(C)S(C)(=O)=O)c1	6	-48	98	93	96	96	16	96	95	20	-10
O=C(Nc1cnn(Cc2ccc(Cl)cc2Cl)c1)c1noc2c1CCCC2	2	.	98	99	100	97	23	103	101	15	8
c1ccc(-n2cc(CN3CCCC(CN4CCCC4)C3)c(-c3ccc4c(c3)OCO4)n2)cc1 (stereo not given)	13	-22	108	103	106	101	12	103	107	17	-13
CCC(C)(C(=O)NC1CCCCC1)N(CC1CCCO1)C(=O)CNC(=O)c1ccccc1 (stereo not given)	4	.	99	105	103	102	6	107	101	34	-4
Further compounds:
SMILES	Mcl1 Noxa PPI	Pf gametocyte	Rab7 wt GTP bind	Cdc42 wt	Rab2A wt mod	Rac1 act GTP bind	Avidin bead fluor	Rac1 wt modul	HRas wt GTP	GSH fluor	Mcl1 Bid PPI
OC1(c2cn(Cc3ccccc3)nn2)CCCCC1	-6	.	101	103	104	101	9	102	103	67	-36
O=C(COc1ccc(Cl)cc1Cl)NCCCCc1ccccc1	.	.	88	86	86	86	9	84	90	32	8
CCCCCC(=O)Nc1nc2ccccc2[nH]1	23	2	102	104	100	98	15	104	100	17	-3
C=CCNC(=O)c1ccc(-n2cccc2)cc1	-6	5	94	93	96	96	9	101	94	11	-65
N/C(=N\OC(=O)CCC1CCCCC1)c1ccc([N+](=O)[O-])cc1	9	-13	103	107	105	100	8	104	105	25	5
N#CCSc1nc2c(sc(=S)n2Cc2ccco2)c(=O)n1-c1ccc(F)cc1	11	.	100	101	100	100	21	102	101	11	-19
CC1=Nc2cc(C(=O)O)ccc2Sc2c(C)ccc(C)c21	19	2	96	97	96	93	12	97	97	17	-9
O=C(CCSc1ccccc1)Nc1nnc(-c2cccs2)o1	0	.	94	92	91	90	7	95	92	19	-9
